Tn6 DDE FP = DD(E)-Tn6 binding inhibition, primary FP screen; Fibrin DD(E) TRITC-Tn6 fluorescence polarization displacement; P02675; inhibition, % at 8.3 µM; 370,000 tested, 0.21% active; AID 720509;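 active = inhibition above a per-campaign cutoff: mean of compounds within control limits plus 3 SD, cut at about 15% in these data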;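 note: 0% = median of all compound wells on the plate and 100% = blocking peptide control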
Target sequence (P02675 whole entry, looked up): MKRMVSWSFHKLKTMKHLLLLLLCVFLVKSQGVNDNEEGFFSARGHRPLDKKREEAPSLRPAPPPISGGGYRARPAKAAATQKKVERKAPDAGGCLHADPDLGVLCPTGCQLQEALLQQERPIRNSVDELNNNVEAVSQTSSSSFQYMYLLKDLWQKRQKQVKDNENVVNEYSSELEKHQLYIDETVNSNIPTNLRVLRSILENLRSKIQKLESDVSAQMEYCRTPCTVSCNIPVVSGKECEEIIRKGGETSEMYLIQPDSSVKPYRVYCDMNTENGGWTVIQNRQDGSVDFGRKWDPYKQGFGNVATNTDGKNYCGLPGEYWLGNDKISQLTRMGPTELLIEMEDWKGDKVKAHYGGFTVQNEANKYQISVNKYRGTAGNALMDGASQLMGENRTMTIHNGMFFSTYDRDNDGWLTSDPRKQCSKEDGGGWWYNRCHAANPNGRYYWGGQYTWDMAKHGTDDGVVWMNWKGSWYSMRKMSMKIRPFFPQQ
rCAG RNA binder = r(CAG) repeat RNA binding. TO-PRO-1 dye displacement fluorescence. inhibition, % at 3 µM. 370,000 tested, 1.3% active. AID 651821;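 active = inhibition above the plate cutoff, the mean of all test compounds on that plate plus 3 SD, cut at about 35% in these data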;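 note: 0% = DMSO alone and 100% = 100 µM mitoxantrone as full dye displacement; higher means more dye released from RNA so lower well fluorescence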
KLK7 zymogen act = activates the human kallikrein-7 zymogen | purified proKLK7, EDANS-DABCYL substrate fluorescence; 100% is mature enzyme control, 0% vehicle | activation, % at 7 µM | 370,000 tested, 0.9% active;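 active = activation above the mean of all tested compounds plus 3 SD, computed per campaign excluding outliers beyond control limits, cut at about 13% in these data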
ASAP1 GAP inh = inhibitors of human ASAP1 ArfGAP activity; Q9ULH1; ASAP1-stimulated ARF1 GTP hydrolysis, GDP FP detection; inhibition, % at 16.5 µM; 360,000 tested, 0.19% active; AID 624377; in the data active = inhibition above about 25%;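 note: 0% = vehicle with enzyme and substrate and 100% = no enzyme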
NPR2 activator = GC-B (human) receptor activation; P20594; HEK293-GC-B cells, CNP EC30, cGMP TR-FRET; 0% at EC30 CNP, 100% saturating CNP; activation, % at 10 µM; 370,000 tested, 0.11% active; AID 1920062;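 active = activation at 10 µM reaching about 35% in either raw or pattern-adjusted values, limit read from the data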
ADAM10 inh = inhibitors of human ADAM10; inhibition, % at 7 µM; 370,000 tested, 0.62% active; O14672; recombinant ADAM10, EDANS/DABCYL FRET peptide cleavage, 3 h;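 active = inhibition above a per-campaign cutoff equal to the mean of compounds falling between control-based bounds plus 3 SD, cut at about 20% in these data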;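 note: 0% = DMSO wells while the 100% control is not disclosed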
Target sequence (O14672 214-748 limits assumed): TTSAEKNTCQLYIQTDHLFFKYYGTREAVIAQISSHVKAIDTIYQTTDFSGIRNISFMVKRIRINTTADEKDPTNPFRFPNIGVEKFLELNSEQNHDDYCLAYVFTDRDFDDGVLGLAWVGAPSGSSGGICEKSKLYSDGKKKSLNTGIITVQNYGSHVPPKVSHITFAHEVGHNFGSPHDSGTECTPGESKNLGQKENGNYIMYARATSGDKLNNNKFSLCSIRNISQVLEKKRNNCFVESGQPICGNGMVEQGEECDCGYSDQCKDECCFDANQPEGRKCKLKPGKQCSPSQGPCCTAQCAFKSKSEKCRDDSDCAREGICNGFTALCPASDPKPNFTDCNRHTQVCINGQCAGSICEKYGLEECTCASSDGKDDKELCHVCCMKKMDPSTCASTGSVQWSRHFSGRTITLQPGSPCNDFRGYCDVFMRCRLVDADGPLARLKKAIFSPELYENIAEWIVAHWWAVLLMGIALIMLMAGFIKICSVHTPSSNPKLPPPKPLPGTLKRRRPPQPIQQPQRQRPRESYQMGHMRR
sPLA2-III inh = Inhibits HGIII-sPLA2 liposome hydrolysis, primary screen | Q9NZ20 | QFRET BODIPY PC-A2 liposome hydrolysis, fluorescence | inhibition, % at 12.2 µM | 370,000 tested, 0.56% active | AID 743126;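 active = inhibition above mean plus 3 SD of compounds lying within the high and low control bounds, cut at about 19% in these data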;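 note: 0% = median of test compound wells and 100% = no enzyme DMSO wells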
ARFGAP1 inhibitor = inhibits rat ARF GTPase activating protein 1; Q62848; Arfgap1-stimulated ARF1 GTP hydrolysis, GDP FP detection; 360,000 tested, 0.26% active; inhibition, % at 16.5 µM;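 active = inhibition above a per-plate limit, mean inhibition of low control wells plus 3 SD, cut at about 25% in these data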;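 note: 0% = DMSO wells with enzyme and 100% = wells lacking Arfgap1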
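System: truncated rat Arfgap1 GAP domain / Medium: HEPES-based buffer, pH 7.5 / Also added: N-terminally truncated human ARF1-GTP substrate / Incubation: enzyme reaction 120 min at 25 °C after 20 min preincubation / Measured by: FP of antibody-bound GDP Alexa 633 tracer, ex 620/em 688 nm / Replicates: singlicate, each compound tested once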
GC-A act = GC-A (human) enzyme activation | P16066 | HEK293 GC-A cells, cGMP TR-FRET, EC30 ANP; 0% at EC30 ANP, 100% saturating ANP | activation, % at 10 µM | 370,000 tested, 0.14% active; in the data active = activation above about 40%
FXN GAA850 act = frataxin GAA850 promoter activation. HEK293 lucGAA850 FXN promoter luciferase reporter, 24 h; percent of 10 µM SAHA response. activation, % at 6 µM. 360,000 tested, 0.56% active. AID 540364;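 active = activation above the average of all compounds screened plus 3 SD, cutoff fixed separately per campaign, cut at about 7.5% in these data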;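 note: 0% = DMSO wells and 100% = 10 µM SAHA wells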
* marks the source's active call; other numbers are inactive results; · = not tested or not shown.

SMILES	Tn6 DDE FP	rCAG RNA binder	KLK7 zymogen act	ASAP1 GAP inh	NPR2 activator	ADAM10 inh	sPLA2-III inh	ARFGAP1 inhibitor	GC-A act	FXN GAA850 act
COc1ccc(CN2C(=O)CN(C3CCCCCC3)C(=O)C2c2ccc(F)cc2)cc1 (stereo not drawn)	-4	-1	0.2	-4	-2	-1	-2	2	-5	-0.8
CC1(C)OC(=O)C(=CNc2ccccn2)C(=O)O1	-3	1	-0.3	2	-3	-8	-3	4	3	1.8
COC(=O)c1cnc(Nc2nc(C(N)COCc3ccccc3)cs2)nc1C(F)(F)F (stereo not drawn)	0	16	0.5	-6	-2	22*	5	-7	-3	1.5
CCOc1ccc(/C=N/NC(=O)Cc2ccccc2)cc1CN1CC2CC(C1)c1cccc(=O)n1C2 (stereo not drawn)	0	2	0.7	2	-3	-4	-10	0	0	-1.2
CN(CC(=O)O)S(=O)(=O)c1ccc2[nH]c(=O)c(=O)[nH]c2c1	-6	-3	-3.4	9	16	-48	14	19	9	-1.4
CCS(=O)(=O)N1CCC(C(=O)Nc2ccc(C(C)=O)cc2)CC1	2	-2	-0.1	-3	0	7	1	-3	2	-1.0
COc1ccc(-c2ccc3c(c2)S(=O)(=O)c2cccc(C(=O)N4CCN(C5CCCCC5)CC4)c2C3=O)cc1OC	3	12	-0.2	2	9	-11	-16	2	13	-0.8
O=C(C1CC1)N1CCCN(C(=O)C2CC2)CC1	-6	2	0.5	4	5	-9	0	-4	0	-2.5
Cc1cccc2sc(NC(=O)c3ccc(Cl)s3)nc12	2	4	7.5	0	-12	-168	-18	-6	1	1.0
CCc1ccc(CNC(=O)C2CCN(S(=O)(=O)N3CCCCC3)CC2)cc1	-3	-2	-0.2	-6	1	0	11	-3	-4	-1.7
CC(=O)c1ccc(N2Cc3ccccc3C3(CCOCC3)C2=N)cc1	2	0	0.2	14	4	-1	-1	-8	-1	-1.7
Cc1ccc(NC(=O)C/C(N)=N/OC(=O)Nc2cccc(Cl)c2)cc1	3	5	0.1	-10	0	-7	-8	-8	1	0.3
COc1ccccc1CNC(=O)N1CCN(S(=O)(=O)c2ccc(C)cc2)CC1	3	-8	0.0	3	-3	3	-3	18	-7	3.0
C/C(=N/NS(=O)(=O)c1ccc(Br)cc1)c1ccc(NC(=O)c2ccc(C)o2)cc1	-7	12	-0.6	14	-3	-7	-6	7	-1	3.4
CC1=C(C(=O)Nc2ccccc2)C(c2ccccn2)n2nc(CCCO)nc2N1 (stereo not drawn)	1	1	0.1	-7	4	-30	11	6	-2	-0.9
Cc1ccc(/C=N/NC(=O)CNC(=O)Cc2ccccc2)o1	-4	7	0.2	5	-3	-8	4	7	0	0.0
COCCN1C(=O)CCC1(C)C(=O)Nc1ccc2c(c1)OCCO2 (stereo not drawn)	-3	3	0.3	-5	-3	-21	16	-4	-2	·
CCc1ccccc1NC(=O)C1CCCN(c2ncccn2)C1 (stereo not drawn)	1	-2	-0.5	7	-2	-28	-2	8	-1	1.1
CCCn1c(Nc2cccc(OC)c2)nc2ccccc21	0	-3	-0.6	4	1	6	0	-15	3	-0.3
COc1ccc(CCNC(=O)COC(=O)c2cnccn2)cc1	4	9	-0.3	7	8	4	3	-5	-2	-1.7
Cc1ccc(S(=O)(=O)N(CC(=O)N/N=C/c2cccc(Cl)c2)c2cccc3cccnc23)cc1	3	-4	-0.1	-6	-3	0	1	7	-3	0.9
Cc1c(N/C=C/C(=O)C(F)(F)F)c(=O)n(-c2ccccc2)n1C	-1	-1	0.1	1	-1	-4	0	-2	-2	0.5
CN(C(=O)COC(=O)CNC(=O)c1sc2ccccc2c1Cl)c1ccccc1	2	-2	-0.6	7	-3	5	-4	8	-1	0.8
Cc1cc(NC(=O)c2ccc(Cl)c(S(=O)(=O)N3CCOCC3)c2)no1	10	-5	-1.0	0	3	-6	2	8	-1	-1.3
CN(C)/C=C/C(=O)/C=C/c1cn(-c2ncc(C(F)(F)F)cc2Cl)c2ccccc12	6	26	-1.2	-11	-17	-2	-1	-3	-18	3.9
CCC(C)CN1C(=O)CSCC1(C)C(=O)NCc1ccccc1 (stereo not drawn)	5	0	0.1	8	-8	-10	0	1	1	·
COc1ccc(NC(=S)N(CCN(C)C)C(C)c2ccco2)cc1 (stereo not drawn)	2	-1	-0.5	6	2	1	9	-4	3	1.2
COc1ccc(NS(=O)(=O)c2ccc3c(c2)N(C(C)=O)CC(C)S3)c(OC)c1 (stereo not drawn)	-5	-4	-0.1	6	-6	1	-9	-8	-9	-0.1
Cn1ncc2c(c(SCc3ccc(Cl)cc3Cl)nn2C)c1=O	0	-2	0.1	6	-10	4	9	-5	7	-0.9
O=c1c2ccccc2c(/C=N/NS(=O)(=O)c2ccccc2)c(O)n1-c1ccccn1	-8	10	46*	9	1	-140	4	12	4	0.7

Part of the list above in order of count of non-hydrogen atoms, high to low:
SMILES	Tn6 DDE FP	rCAG RNA binder	KLK7 zymogen act	ASAP1 GAP inh	NPR2 activator	ADAM10 inh	sPLA2-III inh	ARFGAP1 inhibitor	GC-A act	FXN GAA850 act
CCOc1ccc(/C=N/NC(=O)Cc2ccccc2)cc1CN1CC2CC(C1)c1cccc(=O)n1C2 (stereo not drawn)	0	2	0.7	2	-3	-4	-10	0	0	-1.2
CCc1ccc(CNC(=O)C2CCN(S(=O)(=O)N3CCCCC3)CC2)cc1	-3	-2	-0.2	-6	1	0	11	-3	-4	-1.7
Cc1cccc2sc(NC(=O)c3ccc(Cl)s3)nc12	2	4	7.5	0	-12	-168	-18	-6	1	1.0
O=C(C1CC1)N1CCCN(C(=O)C2CC2)CC1	-6	2	0.5	4	5	-9	0	-4	0	-2.5

Later entries:
SMILES	Tn6 DDE FP	rCAG RNA binder	KLK7 zymogen act	ASAP1 GAP inh	NPR2 activator	ADAM10 inh	sPLA2-III inh	ARFGAP1 inhibitor	GC-A act	FXN GAA850 act
O=S(=O)(CCc1ccccc1)/N=C/c1cccs1	-7	3	-0.7	11	-1	5	4	2	2	-0.6
Cc1cccc(NC(=O)CCN2C(=O)c3ccccc3C2=O)c1	-4	-4	0.0	-10	-3	3	12	5	1	-0.3
Cc1c(OCc2nn[nH]n2)ccc2c(-c3ccccc3)cc(=O)oc12	-3	24	-0.6	-6	1	-35	-20	7	-2	-2.3
O=C(CCCCCN1C(=O)c2ccccc2C1=O)Nc1cccc(O)c1	2	-3	0.5	7	-7	-2	-5	9	-7	0.2
O=S1(=O)CCC(NC(=S)Nc2ccccc2)C1 (stereo not drawn)	-2	-2	0.1	-1	-10	0	4	-2	-3	1.0
CCOc1ccc2[nH]c(=O)c(CN(CCOC)C(=O)N3CCOCC3)cc2c1	-7	-4	2.1	-6	3	-317	6	0	0	-1.6
COC(=O)c1cccc(NC(=O)CCN2C(=O)NC(C)(C)C2=O)c1	0	0	0.1	-3	2	-6	-1	-11	1	-0.9
CCN(CC)S(=O)(=O)c1ccc(O)c(C(=O)OCC(=O)Nc2cc(C)c(C)cc2[N+](=O)[O-])c1	2	19	1.4	2	-4	2	-5	3	-3	-0.7
O=C(COC(=O)Cn1cnc2ccccc21)NCc1ccc(F)cc1	4	1	0.3	2	·	4	-6	13	·	-0.9
O=C(Nc1ccc(Cl)c(S(=O)(=O)N2CCOCC2)c1)c1n[nH]c(=O)c2ccccc12	4	4	0.1	-4	6	7	-1	3	7	1.4
CC(C)CC1NC(=O)N(CC(=O)N2CCN(S(=O)(=O)c3ccc4ccccc4c3)CC2)C1=O (stereo not drawn)	2	-1	0.6	-3	-5	-3	3	7	-2	1.8
Cc1ccccc1OCCC(=O)OCC(=O)Nc1cc(S(=O)(=O)N2CCOCC2)ccc1Cl	-2	-1	0.8	10	2	18	-10	-3	-1	1.6
COc1cc2c(=O)c(-c3ccc(O)cc3)coc2cc1OC1OC(CO)C(O)C(O)C1O (stereo not drawn)	-5	2	0.6	4	5	-44	14	-5	0	-1.0
O=C(Cn1cnc2c(cnn2-c2ccc(F)cc2)c1=O)OCc1ccccc1	-1	0	0.8	-8	-5	8	2	-4	-1	0.4
COc1cccc2sc(NNC(=O)c3nc4ccccc4s3)nc12	-5	62*	0.1	-5	6	-12	0	-10	0	-0.6
N#C/C(=C/N1CCOCC1)c1ccccc1	0	-3	0.2	5	-3	2	6	-10	3	0.2
CC(C)c1[nH]nc2c1C(c1ccco1)C(C#N)=C(N)O2 (stereo not drawn)	-5	3	-0.3	-3	4	-10	6	9	2	0.2
CCOC(=O)/C=C/c1cc(F)ccc1O	0	1	1.1	-8	1	-21	-3	-4	9	·
C=CCN1[C@@H](C)COc2cc(F)ccc2S1(=O)=O	-4	1	-0.1	·	2	-5	5	·	3	·
COc1cnc(-c2cccc(C(F)(F)F)c2)[nH]c1=O	0	-2	-0.4	7	-6	-1	-3	1	3	2.9
CCNc1nc(NCC)nc(N/N=C/c2ccccc2)n1	-1	-5	-0.7	-10	3	-12	0	-11	0	1.3
O=C(NC(=O)c1ccccc1)Nc1cccc(S(=O)(=O)N2CCCCC2)c1	-4	-3	-0.7	1	-2	2	0	8	0	3.0
COc1ccc(/C=N/NC(=O)c2cc[n+]([O-])cc2)cc1O	1	0	-0.5	13	-2	13	2	8	0	-0.5
O=C(OCC#CCSc1nnc(-c2cccc3ccccc23)o1)c1ccc(F)c(F)c1	1	·	·	·	-2	-3	0	·	-5	·
CCOC(=O)c1cccc(COC(=O)c2cccc(-c3nnc(-c4ccccc4)o3)c2)c1	0	-2	-0.1	-9	0	-5	16	6	-1	1.9
Cc1ccc(S(=O)(=O)NC(C(=O)N2CCOCCOCCOCC2)c2ccccc2)cc1 (stereo not drawn)	2	-5	0.3	-18	2	-8	-3	3	0	-0.7
O=C(CC1C(=O)NCCN1Cc1cccc(Oc2ccccc2)c1)NCCCn1cccn1 (stereo not drawn)	0	2	0.1	5	3	-15	2	10	-7	1.4
Cc1cc(C)nc(NNC(=O)NC2CCCCC2)n1	-12	0	0.3	2	-2	11	5	2	-1	-0.3
COc1ccc(NC(=O)CN2C(=O)CSc3ncccc32)cc1	3	3	-0.3	3	2	-3	1	-4	0	0.0
CC(OC(=O)c1ccco1)C(=O)NCc1cccs1 (stereo not drawn)	0	1	0.6	-4	0	3	6	-9	1	-0.6
Fc1ccc(-c2nnc(SCc3ncc(-c4ccccc4)o3)n2CC2CCCO2)cc1 (stereo not drawn)	-3	-3	-0.5	13	-7	6	8	-5	-15	-2.5
CCC(c1nnnn1Cc1ccc2c(c1)OCO2)N1CCN(c2ccc(OC)cc2)CC1 (stereo not drawn)	4	-9	0.5	-15	2	8	-5	-18	1	-1.0
CCNS(=O)(=O)c1ccc2nc(NC(=O)c3cccnc3)sc2c1	5	7	-0.1	5	2	1	-5	10	-2	-0.3
COC(=O)[C@@H]1C[C@@H]2CC[C@@H](O)C[C@@H]2N1Cc1ccccc1OS(=O)(=O)c1ccc(C)cc1	2	7	-0.3	2	-2	-4	-1	-14	0	-0.1
Cn1cncc1C#Cc1ccc2cc(C(C)(C)O)oc(=O)c2c1	-5	4	-11	-2	-2	-326	9	13	-1	2.3
COc1ccc(C)cc1Nc1c2c(nc3ccccc13)CCC2	-1	2	0.5	-1	-15	0	-4	2	-22	-3.2

Bioassay records deposited in PubChem BioAssay by several laboratories.

Not a hit list, and some 4.5% of all compounds hit somewhere here.
